Compound activity (PubChem BioAssay)
LYP phosphatase: inhibitors of LYP phosphatase, biochemical, fluorescence intensity, uHTS (AID 1779). actives 0.054% (n = 290,000). inhibition, % at 11.5 µM; hits with a dose series show IC50 in µM. recombinant LYP phosphatase, fluorescence intensity; higher % means a stronger effect. Tyrosine-protein phosphatase non-receptor type 22 (Homo sapiens); in the data active = inhibition above about 50%;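 also: plate controls were vehicle with enzyme for no effect and no enzyme for full effect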
Rac1 GTP hydrolysis: MgcRacGAP GTPase-activating activity inhibitors, confirmation, biochemical, ADP Hunter fluorescence; MgcRacGAP-stimulated Rac1 GTP hydrolysis, ADP Hunter fluorescence; higher % means a stronger effect; GST-tagged Rac1 F28L mutant substrate; actives 0.6% (n = 340,000); inhibition, % at 30 µM, or IC50 in µM where a hit was titrated;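 active = first-screen hits whose inhibition reached a set limit at any dose in the follow-up dose series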;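 also: fluorescence reports GDP produced by GAP-driven GTP hydrolysis; strong numbers were not always called active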
GPR55 antagonists: GPR55 antagonists blocking LPI-driven arrestin recruitment, primary screen, imaging, U2OS, beta-arrestin-GFP, LPI agonist (AID 2013) | inhibition, % at 10 µM; hits with a dose series show IC50 in µM | U2OS GPR55 beta-arrestin-GFP translocation imaging, LPI antagonism; higher % means a stronger effect | actives 0.13% (n = 290,000);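 active = spots per cell inhibited over 60%, with over 100 cells counted and total cytoplasm intensity under 500,000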;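 also: U2OS cells stably carrying GPR55 and arrestin-GFP stimulated by 5 µM LPI near EC80; imaged beta-arrestin-GFP aggregate spots per cell after agonist stimulation; plate controls were LPI-stimulated DMSO wells for no effect and DMSO wells without LPI for full effect; some results filed as inactive read as strong as hits; confirmed hits need IC50 under 10 µM and bright autofluorescent wells are also inconclusive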
Salmonella PhoP GFP: inhibitors of PhoP regulon expression, primary screen, Salmonella Typhimurium, GFP reporter (AID 1863); inhibition, % at 50 µM, or IC50 in µM where a hit was titrated; S. Typhimurium PhoP-regulated promoter GFP reporter, 4 h; higher % means a stronger effect; actives 0.16% (n = 300,000);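 active = inhibition over 29.93%, a cutoff 3 SD above the screen mean, later confirmed by dose response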;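 also: 0% = low Mg2+ inducing control and 100% = high Mg2+ repressing control; strong numbers were not always called active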
Myeloid diff MLP: induction of myeloid progenitor differentiation, primary screen, cell-based, flow cytometry, MLPCN library; ER-HoxA9 myeloid progenitors, lysozyme-GFP differentiation; calls only at 10 µM; actives 1% (n = 360,000);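 active = normalized GFP-positive differentiation at or above the plate's own cutoff, the solvent-only control mean plus 3 SD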;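 also: cells exposed to compound for four days before flow analysis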
NTR1 ag: agonists of NTR1, primary screen, imaging, U2OS cells, beta-arrestin-GFP, high content (AID 493036); Neurotensin receptor type 1 (Homo sapiens), P30989; NTR1-U2OS beta-arrestin-GFP spot imaging, agonist mode; activation, % at 20 µM; actives 0.17% (n = 330,000);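 active = activation at or above 40% of the spot to cytoplasm intensity ratio, with at least 20 cells analyzed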;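 also: 0% = DMSO without peptide and 100% = 100 nM NTR1 peptide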
Target sequence (P30989 whole entry, looked up): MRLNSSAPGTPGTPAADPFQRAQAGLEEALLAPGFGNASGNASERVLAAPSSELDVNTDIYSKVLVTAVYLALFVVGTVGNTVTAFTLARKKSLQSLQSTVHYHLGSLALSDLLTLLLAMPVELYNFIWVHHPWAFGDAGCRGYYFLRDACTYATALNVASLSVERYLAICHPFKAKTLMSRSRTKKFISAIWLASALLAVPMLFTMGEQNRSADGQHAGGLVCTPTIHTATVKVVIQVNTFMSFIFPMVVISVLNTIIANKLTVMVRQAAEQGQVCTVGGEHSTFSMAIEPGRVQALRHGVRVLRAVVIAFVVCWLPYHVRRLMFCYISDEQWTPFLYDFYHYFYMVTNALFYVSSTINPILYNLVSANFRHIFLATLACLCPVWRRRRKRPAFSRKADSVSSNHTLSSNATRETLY
HIV peptide binding: inhibitors of HIV fusion peptide binding, primary screen, biochemical, uHTS, fluorescence dequenching (AID 1986); cell-free peptide binding, fluorescence dequenching, 30 min; higher % means a stronger effect; actives 0.3% (n = 290,000); one-dose inhibition, % at 20 µM; IC50 in µM for titrated hits; in the data active = inhibition mostly above about 52%, no sharp cut-off; inactive = mostly below about 76%; also: some results filed as inactive read as strong as hits
Siah-1 displacement: Siah-1 peptide-binding antagonists, primary screen, biochemical, fluorescence polarization, rhodamine-plectin, uHTS (AID 1817); displacement, % at 20 µM, or IC50 in µM where a hit was titrated; actives 0.02% (n = 290,000); Siah-1 / rhodamine-plectin peptide fluorescence polarization; higher % means a stronger effect; E3 ubiquitin-protein ligase SIAH1 (Homo sapiens);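 active = displacement of at least 50% at 20 µM, with a fluorescence ratio check between 0.3 and a set limit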;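 also: plate controls were Siah plus tracer with DMSO for no effect and tracer alone without Siah for full effect; strong numbers were not always called active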
GPR35 arrestin U2OS: GPR35 antagonists blocking zaprinast-driven arrestin recruitment, primary screen, imaging, U2OS, beta-arrestin-GFP, zaprinast agonist (AID 2058). G-protein coupled receptor 35 (Homo sapiens). U2OS GPR35 beta-arrestin-GFP translocation imaging, zaprinast antagonism; higher % means a stronger effect. inhibition, % at 10 µM; hits with a dose series show IC50 in µM. actives 0.052% (n = 290,000);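 active = inhibition of at least 50% with at least 30 cells and total cytoplasm GFP at most 10,000,000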
NTR1 ag cell count 20 µM: further read-out of NTR1 ag, marked with its call; cell count; measured here: cell count, cytotoxicity flag
Myeloid diff MLP GFP+ MAC1+ %: second read-out of Myeloid diff MLP, no call of its own (marks repeat the call); GFP+ MAC1+ double positive, %; measured here: differentiation confirmed by MAC1 staining
Active calls of the source: *; i = inactive; . = not tested or not shown.

SMILES	LYP phosphatase	Rac1 GTP hydrolysis	GPR55 antagonists	Salmonella PhoP GFP	Myeloid diff MLP	Myeloid diff MLP GFP+ MAC1+ %	NTR1 ag	NTR1 ag cell count 20 µM	HIV peptide binding	Siah-1 displacement	GPR35 arrestin U2OS
COc1ccc(CNC(=O)N[C@@H](Cc2c[nH]c3ccccc23)C(=O)O)cc1	-7%	4%	-5%	2%	i	0.8	-1.7	101	-1.3%	8%	7%
COC(=O)c1c(C(=O)OC)c2ccccn2c1C(=O)c1ccccc1	-5%	-5%	1%	-2%	i	0.3	-0.6	67	1.3%	1%	1%
OCCSc1nc(-c2ccccc2)nc2c1CCC2	-2%	7%	17%	3%	i	0.1	0.7	85	1.9%	4%	-6%
CCN1CCN(CC(=O)Nc2cc(C(F)(F)F)ccc2OCCOC)CC1	-7%	48µM*	17%	-6%	i	0.2	-0.2	51	3.2%	5%	-6%
O=C1C2CCCN2C(=O)N1CCCN1CCN(c2cccc(Br)c2)CC1 (centres undefined)	-7%	3%	7%	3%	i	0.5	-0.1	60	-1.8%	-5%	-6%
COc1ccc(C)cc1Nc1n[n+](-c2ccccc2)c(-c2cc(OC)c(OC)cc2Br)s1	-1%	9%	44%	18%	i	0.6	-0.5	53	0.1%	5%	-18%
COc1ccc(-n2nnnc2Sc2ccc(S(=O)(=O)N3CCOCC3)cn2)cc1	-10%	12%	-19%	.	i	0.5	-1.3	94	0.8%	-2%	0%
N#CCSc1nnc(CNc2ccc(F)cc2)o1	0%	9%	0%	9%	i	0.4	-0.9	95	12%	102%	14%
COc1cc2cc(C(=O)N[C@@H](Cc3ccccc3)C(=O)O)n(C)c2c(OC)c1OC	-1%	9%	14%	.	i	0.2	1.3	83	2.5%	3%	6%
COc1cc(/C=C2\CCCc3c2nc2ccccc2c3C(=O)O)cc(Cl)c1O	-5%	22%	-10%	-5%	i	0.1	0.8	46	30%	4%	11%
Cc1ccc(S(=O)(=O)NNC(=S)NC(C)(C)C)cc1	-1%	.	-1%	-11%	i	0.4	-0.2	43	-1.3%	-6%	2%
Cc1cccc(C(=O)N2CCCC(CCC(=O)N3CCN(c4ccccn4)CC3)C2)c1C (centres undefined)	-8%	8%	-9%	-2%	i	3.3	0.6	62	1.7%	2%	6%
COc1ccccc1-c1nnc(SCC(=O)Nc2ccccc2)o1	-3%	7%	0%	-5%	i	6.5	-1.1	36	-1.0%	-5%	-1%
CC(C)(C)[C@H]1C=C(C(=O)N2CCOCC2)O[C@@H](OCc2ccc(CO)cc2)C1	-8%	2%	0%	-4%	i	0.6	0.4	67	1.8%	2%	-17%
Cc1ccc2[nH]c(=O)c(CN(CC3CCCO3)C(=S)Nc3ccccc3)cc2c1 (centres undefined)	2%	8%	12%	-6%	i	1.6	2.7	52	-0.4%	-5%	0%
Cc1cccc(NC(=O)CSc2nc3ccccc3c(=O)n2C)c1	-3%	14%	-2%	6%	i	0.6	-0.5	71	-0.8%	-4%	-7%
CCOCCCNC(=O)c1ccc(NC(=O)C2CCCO2)cc1 (centres undefined)	-10%	3%	5%	4%	i	0.9	1.9	70	-1.9%	1%	4%
COC(=O)NCC(c1cccnc1)N1CCN(c2ccccc2F)CC1 (centres undefined)	-5%	5%	9%	-2%	i	4.2	-0.2	49	-2.2%	-3%	11%
C=CCN(CC=C)C(=O)c1ccncc1	0%	-5%	1%	-8%	i	1.8	0.0	86	-2.1%	-3%	6%
COc1cc(NC(=O)c2ccccc2)ccc1NC(=O)Cc1ccccc1	-3%	1%	8%	10%	i	0.2	-0.4	71	1.1%	-1%	12%
CCC(C(=O)O)N1C(=O)/C(=C/c2cccn2C)SC1=S (centres undefined)	9%	8%	12%	-13%	i	0.3	.	.	25%	1%	6%
CN(C)c1ccc(N=Nc2ccccc2C(=O)OCC(=O)N2CCCCCC2)cc1	9%	5%	8%	20%	i	0.2	0.5	60	-4.1%	-5%	-1%
O=C(NCC(=O)N(c1cccc(F)c1)C(C(=O)NC1CCCC1)c1cccnc1)c1ccco1 (centres undefined)	-9%	4%	11%	-4%	i	1.3	-1.8	48	1.4%	5%	-2%
Cc1ccc(N/C(N)=N/c2nc(C(F)(F)F)cc(C(F)(F)F)n2)cc1	2%	5%	11%	-6%	i	0.6	4.1	38	0.7%	0%	19%
COc1ccc(CN2C(=O)c3ccccc3C2=O)cc1C(=O)OC(C)C(=O)NC(N)=O (centres undefined)	-1%	12%	16%	-14%	i	0.5	-1.4	89	0.0%	4%	5%
O=C(CN1CCCCC1)Nc1ccccc1Cl	-4%	3%	3%	.	i	0.5	5.9	29	1.2%	13%	23%
Cn1c(Cn2nnc(-c3ccccc3)n2)nnc1SCc1ccccc1Cl	-7%	0%	9%	13%	i	0.9	-0.4	59	-1.5%	2%	-4%
CC(C)OCCCN1CN(S(=O)(=O)c2ccc(Cl)cc2)c2nc3ccccc3nc21	3%	10%	-6%	2%	i	0.7	1.6	41	-4.1%	-3%	0%
Cc1ccc(CS(=O)Cc2ccc(C(=O)NCc3ccc(OC(C)C)cc3)o2)cc1 (centres undefined)	2%	3%	-14%	-7%	i	0.6	2.5	54	0.2%	3%	-15%
CCCCn1c2c(c(=O)n(C)c1=O)C(CC(=O)OCC(=O)Nc1cccc(C(F)(F)F)c1)C(=O)N2 (centres undefined)	4%	8%	-6%	0%	i	0.4	-0.4	72	0.1%	0%	13%
O=C(CC(O)(c1ccccc1)C(F)(F)F)c1cccs1 (centres undefined)	0%	3%	15%	-7%	i	1.2	-0.4	55	-0.8%	-2%	-16%
CC(NC(=O)CCC(=O)c1ccccc1)c1ccc(F)cc1 (centres undefined)	.	4%	.	4%	i	1.2	-0.1	62	.	.	.
CCOc1ccccc1N1CCN(C(=O)c2ccc3[nH]c4c(c3c2)CCCC4)CC1	2%	5%	2%	-15%	i	0.9	14	37	-0.3%	-2%	-9%
c1ccc(-c2nc(N3CCN(c4ccccc4)CC3)nc(-n3ccnc3)n2)cc1	-1%	5%	25%	10%	i	0.9	16	63	-2.1%	4%	7%
O=c1c(-c2ccccc2)c(-c2ccccc2)oc2cc(O)cc(O)c12	-10%	.	-3%	-2%	i	0.7	16	99	0.5%	-2%	-7%
COC(=O)C(NC(=O)c1ccc(OC)cc1)(Nc1ncc(S(=O)(=O)c2ccc([N+](=O)[O-])cc2)s1)C(F)(F)F (centres undefined)	-2%	9%	1%	0%	i	0.1	0.6	85	-0.1%	-2%	10%
Cc1ccc(C)c2[nH]c(=O)c(CCNC(=O)CC(C)C)cc12	-2%	2%	8%	8%	i	2.9	2.6	66	-1.9%	4%	-6%
S=C(Nc1ccccc1)Nc1ccc(Br)cc1	-4%	10%	2%	-8%	i	0.1	1.2	53	-0.7%	-1%	-2%
CCC(C)NC(=O)C1(NC(=O)Nc2ccccc2)CCCCC1 (centres undefined)	-3%	1%	15%	6%	i	0.1	-0.6	46	1.2%	3%	16%
CCOC(=O)c1[nH]c2ccc(OCC)cc2c1NC(=O)CN1CCC2(CC1)OCCO2	-10%	14%	4%	-6%	i	0.6	-0.1	39	-0.8%	-1%	1%
CC(=O)Oc1cccc(C2C3=C(CC(C)(C)CC3=O)Nc3ccccc3N2C(C)=O)c1 (centres undefined)	2%	10%	4%	-6%	i	0.2	0.2	50	1.3%	-2%	-1%
COc1ccc(NC(=O)C/C(C)=N/NC(=O)C(=O)NC2CCCCC2)c(OC)c1	-4%	1%	9%	-2%	i	0.3	-1.2	94	3.2%	-3%	-2%
CC(C)CNC(=O)c1cccc(NC(=O)C(C)Oc2ccccc2)c1 (centres undefined)	-11%	6%	-4%	-6%	i	0.1	2.6	50	3.2%	15%	-8%
CC(=O)c1cccc(OCC(=O)N2CCCc3ccccc32)c1	-10%	0%	7%	-4%	i	1.0	0.0	53	-2.2%	-1%	23%
CC(=O)c1cccc(NC(=O)COC(=O)c2ccc(S(C)(=O)=O)c([N+](=O)[O-])c2)c1	-5%	1%	0%	7%	i	0.8	9.5	31	-0.2%	8%	8%
CC(CCc1ccccc1)NC(=O)CNC(=S)N(Cc1cccs1)C1CCCC1 (centres undefined)	6%	7%	22%	4%	i	0.3	.	.	2.4%	23%	-13%
CS(=O)(=O)Nc1ccc(C(=O)Nc2ccc3c(c2)OCCO3)cc1	-7%	5%	18%	-3%	i	1.8	-1.9	60	-0.9%	1%	0%
O=C(CN1CCN(c2nc(-c3ccccc3)cs2)CC1)NCc1ccc2c(c1)OCO2	-7%	4%	-4%	15%	i	1.8	7.3	49	-1.8%	1%	4%
CC1OC(Nc2ccc(N=Nc3ccccc3)cc2)C(O)C(O)C1O (centres undefined)	-2%	9%	-5%	0%	i	0.1	-2.5	90	-3.0%	4%	-6%
COc1cc(C(=O)NNC(=O)c2ccco2)cc(OC)c1OC	-12%	4%	-2%	4%	i	1.7	-0.3	39	2.7%	8%	-3%
Cc1cc(C)c(S(=O)(=O)n2c([N+](=O)[O-])cnc2C)cc1C	-8%	2%	2%	-1%	i	0.4	1.0	59	0.5%	-4%	8%
CC(=O)c1ccc(NC(=O)CNCc2cccs2)cc1	-12%	29%	-2%	17%	i	0.3	-1.5	99	0.2%	2%	10%

Of the compounds above, these have a thiophene ring, fused or not:
SMILES	LYP phosphatase	Rac1 GTP hydrolysis	GPR55 antagonists	Salmonella PhoP GFP	Myeloid diff MLP	Myeloid diff MLP GFP+ MAC1+ %	NTR1 ag	NTR1 ag cell count 20 µM	HIV peptide binding	Siah-1 displacement	GPR35 arrestin U2OS
O=C(CC(O)(c1ccccc1)C(F)(F)F)c1cccs1 (centres undefined)	0%	3%	15%	-7%	i	1.2	-0.4	55	-0.8%	-2%	-16%
CC(CCc1ccccc1)NC(=O)CNC(=S)N(Cc1cccs1)C1CCCC1 (centres undefined)	6%	7%	22%	4%	i	0.3	.	.	2.4%	23%	-13%
CC(=O)c1ccc(NC(=O)CNCc2cccs2)cc1	-12%	29%	-2%	17%	i	0.3	-1.5	99	0.2%	2%	10%
